# From PubChem BioAssay
# CCR6 antag = CCR6 (human) receptor antagonism | P51684 | CHO-K1 CCR6 PathHunter beta-arrestin, luminescence, CCL20-stimulated | inhibition, % at 20 µM | 340,000 compounds, 0.49% hits;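 active = compounds whose inhibition of the agonist-driven luminescence signal at 20 µM reaches about 50%, limit read from the data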;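 also: cells stimulated with CCL20 at 14 nM final; plate controls were DMSO with CCL20 for no effect and DMSO without agonist for full effect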
# Target sequence (P51684 whole entry, looked up): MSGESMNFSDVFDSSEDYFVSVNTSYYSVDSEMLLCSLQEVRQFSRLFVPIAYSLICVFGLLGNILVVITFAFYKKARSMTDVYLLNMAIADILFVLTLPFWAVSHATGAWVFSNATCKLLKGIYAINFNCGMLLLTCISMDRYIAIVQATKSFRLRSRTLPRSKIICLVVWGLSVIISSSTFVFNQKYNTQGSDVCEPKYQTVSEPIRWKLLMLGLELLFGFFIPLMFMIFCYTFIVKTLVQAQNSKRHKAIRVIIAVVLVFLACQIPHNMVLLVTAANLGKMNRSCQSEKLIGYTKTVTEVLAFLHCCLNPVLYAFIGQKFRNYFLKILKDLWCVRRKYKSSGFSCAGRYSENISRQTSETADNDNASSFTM
# Gli-Sufu block = Gli-Sufu pathway antagonism; Sufu-KO-LIGHT fibroblasts, Gli luciferase reporter luminescence; 340,000 compounds, 0.74% hits; inhibition, % at 5 µM;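 active = inhibition above about 55%, limit read from the data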;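 also: 0% = DMSO-treated cells and 100% = wells with medium but no cells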
# EBI2 block = blocks human EBI2 receptor beta-arrestin signaling | EBI2 beta-arrestin recruitment, luminescence, 7a,25-OHC stimulated | inhibition, % at 5 µM | 360,000 compounds, 0.81% hits | AID 651636; in the data active = inhibition above about 38%;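 also: enzyme fragment complementation signal reports receptor beta-arrestin coupling in cells; 0% = agonist plus DMSO wells and 100% = wells without agonist; some results beyond the cut were filed as inactive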
# APJ ag = APJ receptor agonism; P35414; CHO-K1 APJ PathHunter beta-arrestin, luminescence; 0% DMSO wells, 100% apelin; activation, % at 20 µM; 330,000 compounds, 0.11% hits; AID 2520;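 active = activation more than six SD over the plate average, tested at 20 µM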;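 also: 0% = DMSO alone and 100% = apelin-13 at 10 nM; some results filed as inactive read as strong as hits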
#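 system = engineered CHO-K1 APJ arrestin reporter cells | input = 1000 cells per well | timing = overnight seeding, 90 min compound at 25 °C, 1 h detection | measured by = enzyme-fragment complementation luminescence | read-out = beta-arrestin recruitment to APJ as agonist activity, luminescent signal | control set = negative DMSO alone, positive Apelin-13 at 10 nM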
# CXCR6 block = inhibitors of human CXCR6 receptor; inhibition, % at 20 µM; CHO-K1 PathHunter CXCR6 beta-arrestin, luminescence; AID 602244; 360,000 compounds, 0.36% hits; in the data active = inhibition above about 34%, passing the limit was not always enough;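 also: antagonist mode with CXCL16 agonist at 10 nM final; 0% = 10 nM CXCL16 with DMSO and 100% = unstimulated wells without agonist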
# APJ antag = APJ receptor antagonism. 330,000 compounds, 0.32% hits. P35414. CHO-K1 APJ beta-arrestin complementation, luminescence. inhibition, % at 20 µM;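 active = inhibition above about 40% at 20 µM, limit read from the data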;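 also: cells challenged with 10 nM apelin-13 agonist together with compound; plate controls were apelin-13 plus DMSO wells for no effect and DMSO wells lacking apelin-13 for full effect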
# UBC13 polyUb = human UBC13 polyubiquitination inhibition | 330,000 compounds, 0.47% hits | inhibition, % at 20 µM | UBC13 polyubiquitin chain formation, TR-FRET | P61088; in the data active = inhibition above about 45%, passing the limit was not always enough
# Target sequence (P61088 whole entry, looked up): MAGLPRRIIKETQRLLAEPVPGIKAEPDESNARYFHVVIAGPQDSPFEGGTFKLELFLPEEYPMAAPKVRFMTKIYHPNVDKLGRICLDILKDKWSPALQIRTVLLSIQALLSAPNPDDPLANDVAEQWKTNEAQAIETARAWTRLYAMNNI
# ATG4B inh = inhibitors of human ATG4B cysteine protease. Q9Y4P1. ATG4B cleavage of LC3-PLA2, NBD-HPC fluorescence, 1 h. inhibition, % at 8.33 µM. 340,000 compounds, 0.51% hits. AID 504462; in the data active = inhibition above about 40%
# Target sequence (Q9Y4P1 whole entry, looked up): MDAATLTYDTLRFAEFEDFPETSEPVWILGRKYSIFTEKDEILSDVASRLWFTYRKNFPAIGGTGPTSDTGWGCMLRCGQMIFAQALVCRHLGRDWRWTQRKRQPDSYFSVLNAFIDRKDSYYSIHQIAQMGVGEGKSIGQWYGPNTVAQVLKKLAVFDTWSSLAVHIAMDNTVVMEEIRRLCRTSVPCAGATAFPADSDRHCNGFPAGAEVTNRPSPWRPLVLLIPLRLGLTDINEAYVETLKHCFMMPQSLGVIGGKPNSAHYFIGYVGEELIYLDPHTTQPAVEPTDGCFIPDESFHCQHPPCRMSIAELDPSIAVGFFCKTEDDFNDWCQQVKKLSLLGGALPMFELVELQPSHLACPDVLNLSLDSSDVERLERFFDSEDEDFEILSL
# Active calls of the source: *; nt = no result given; & = joins results of further samples.
# Results follow in this order: CCR6 antag, Gli-Sufu block, EBI2 block, APJ ag, CXCR6 block, APJ antag, UBC13 polyUb, ATG4B inh
O=C(C1CC1)N1CCc2cc(Br)cc(S(=O)(=O)N3CCN(c4ccccn4)CC3)c21
  -4, 1, -2, -1, 0, -3, -16, -1
O=C(CSc1nnc(C2COc3ccccc3O2)o1)N1CCCc2ccccc21 (centres undefined)
  17, 1, -5, 5, -7, 2, 1, 5
O=C(O)CCc1nn2cnc3sc4c(c3c2nc1=O)CCCC4
  4, 8, -6, -1, -4, 16, -1, -4
COc1cc(/C=C2/SC(=S)N(Cc3ccccc3)C2=O)cc(OC)c1O
  53*, -5, 25, -4, 38, 45*, -18, 8
COc1ccccc1N1CCN(c2ccc(-c3ccccc3)nn2)CC1
  13, -67, 10, -1, 2, 13, 6, 10
Cc1cccc(NS(=O)(=O)c2ccc3[nH]c(=O)cc(C(=O)OC(C)C(=O)Nc4ccc([N+](=O)[O-])cc4)c3c2)c1 (centres undefined)
  26, 0, 47*, 0, 1, 18, 15, -20
COc1ccc(C2Nc3ccccc3C(=O)N2Cc2ccco2)cc1COc1ccccc1F (centres undefined)
  22, 15, 22, -1, 17, 8, -6, 22
CC(C)(O)C#Cc1ccc(C(=O)N2CCN(c3ccc(Cl)cc3)CC2)cc1
  -14, -1, 10, 0, -2, 19, -5, -11
O=C(O)CSc1nc2ccc(Br)cc2[nH]1
  5, -6, 4, nt, -2, nt, nt, -6
CCC(c1nnnn1Cc1ccco1)N(CCN1CCOCC1)Cc1cc2cc(C)ccc2[nH]c1=O (centres undefined)
  5, 2, -1, -3, 11, 1, -2, -6
O=C(c1ccc2c3c(cccc13)C(=O)N(O)C2=O)N1CCCCC1
  -7, -3, -5, 2, -4, -8, -10, -1
CCN1CCN(Cc2c(O)ccc3c2O/C(=C\C=C\c2ccccc2)C3=O)CC1
  30, 21, 25, -6, 16, 3, -3, -7
COc1ccccc1-n1cnnc1SCC(=O)Nc1cccnc1Cl
  -10, -1, -3, -1, 2, -6, -1, -30
Cc1ccccc1N1C(=O)C2ON(c3ccccc3)C(c3ccco3)C2C1=O (centres undefined)
  -7, 2, -5, -3, 0, 6, -3, -3
Cc1ccc(-c2csc(N(CCCN3CCOCC3)C(=O)c3ccco3)n2)cc1
  -2, 10, 22, -2, 1, 0, 6, -40
Cc1nc2sc(C(c3ccc(Cl)cc3)N3CCN(c4ccccc4F)CC3)c(O)n2n1 (centres undefined)
  9, 3, -6, -5, 12, 0, -5, -24
Cc1cc(O)c2c(c1)CC1C3CCC4CC(=O)CCC4(C)C3CC(=O)C21C (centres undefined)
  -18, 7, 6, nt, -1, nt, nt, -6
COc1ccccc1NS(=O)(=O)c1cc(NC(=O)CCc2nc3ccccc3c(=O)[nH]2)ccc1C
  14, 7, 8, 0, -13, 14, 4, -22
CCc1ccc(CN(C)C(=O)C2CCC(=O)N(CC3CCCCC3)C2)cc1 (centres undefined)
  22, 6, -13, 2, 6, 8, 1, 11
CN(C(=O)c1ccc(C#N)cc1)c1nnc(-c2ccccn2)s1
  8, -3, 0, nt, -4, nt, nt, -1
Cc1cc(C(=O)CSc2n[nH]c(N)n2)c(C)n1-c1ccccc1
  8, -45, 7, -1, 2, 19, 5, 3
Cc1ccc(Cn2c(=O)sc3ccccc3c2=O)cc1
  15, 0, 10, -3, -2, 2, 11, -3
COc1ccc(N(CC(=O)Nc2ccccc2C(=O)N2CCCC2)S(C)(=O)=O)cc1
  8, -3, -2, 0, 22, -5, 1, 0
Brc1ccc(-c2csc(Nc3nc(-c4ccc(Br)cc4)cs3)n2)cc1
  -4, 0, 7, -1, -6, -34, -2, 0
O=C(O)c1cc(S(=O)(=O)N2CCN(C(c3ccccc3)c3ccccc3)CC2)ccc1Cl
  8, 3, 2, -1, 12, 20, -1, 0
CC1CN(S(=O)(=O)c2cc(C(=O)NCCC3=CCCCC3)ccc2Cl)CC(C)O1 (centres undefined)
  22, -19, 10, 9, -8, 3, 0, 13
Cc1ccc(C2=N/C(=C\c3c(C)nn(-c4ccccc4)c3N3CCCC3)C(=O)O2)cc1
  23, -16, -3, -5, 11, 29, -33, -10
Cc1ccc(S(=O)(=O)N2CCN(C(=O)c3ccccc3)C2)cc1[N+](=O)[O-]
  4, -2, -1, 0, 4, 4, -13, -8
CC(C)c1nc2sc3c(c2c(=O)[nH]1)CC(C)(C)OC3
  0, 3, -15, -1, 2, 3, 5, -7
O=C(CCCCC(=O)NN=Cc1ccc(Cl)cc1)NN=Cc1ccc(Cl)cc1
  3, -7, 14, nt, 3, nt, nt, -8
CSCC[C@@H](C(=O)NCc1cccs1)N1Cc2ccccc2C1=O
  3, -3, -8, -5, -5, 10, -5, -5
CN(Cc1ccccc1)C(=O)CCC1CCN(S(=O)(=O)N(C)C)CC1
  6, -1, -13, 1, -4, 3, -1, 6
CC(C)c1c(C(=O)N/N=C/c2ccc(OCc3ccc(F)cc3)cc2)nnn1-c1nonc1N
  -7, -12, 14, 2, -5, -25, -5, 3
CCOC(=O)C1=C(CC)Nc2ccccc2N=C1NC(=O)Cn1cnc2ccccc2c1=O
  13, -1, -9, 0, 9, 20, 0, -9
COc1ccc(S(=O)(=O)Nc2cc(Sc3ncn[nH]3)c(O)cc2C)cc1
  -8, -6, -5, 0, -2, 6, 8, -5
N#CCC(=O)NNC(=S)NC(=O)C(c1ccccc1)c1ccccc1
  -15, -9, 5, 2, 7, -12, -4, -12
O=C(CSC1=NS(=O)(=O)c2ccccc2N1)Nc1ccc(F)cc1
  -9, -11, -1, -3, 0, -5, -4, -5
N#CCSc1nc(-c2ccccc2)nc2ccc(F)cc12
  12, 14, -4, 4, 4, 13, 6, -1
COC(=O)c1ccc(-n2nnnc2SCc2ccccc2OC)cc1
  3, -7, 0, -3, 3, 9, 7, -10
Cc1ccccc1C(=O)NC1CCN(C(=O)N(c2ccccc2)c2ccccc2)CC1
  -2, -6, -4, -1, -1, 0, -2, -10

# 4 compounds from above, limited to ATG4B inh, CXCR6 block and Gli-Sufu block.
molecule	ATG4B inh	CXCR6 block	Gli-Sufu block
COc1ccc(S(=O)(=O)Nc2cc(Sc3ncn[nH]3)c(O)cc2C)cc1	-5	-2	-6
N#CCC(=O)NNC(=S)NC(=O)C(c1ccccc1)c1ccccc1	-12	7	-9
O=C(CSC1=NS(=O)(=O)c2ccccc2N1)Nc1ccc(F)cc1	-5	0	-11
N#CCSc1nc(-c2ccccc2)nc2ccc(F)cc12	-1	4	14

# New compounds follow.
# Results follow in this order: CCR6 antag, Gli-Sufu block, EBI2 block, APJ ag, CXCR6 block, APJ antag, UBC13 polyUb, ATG4B inh
O=C(COc1ccc(S(=O)(=O)Nc2ccccc2)cc1)NCc1ccncc1
  6, 2, 8, -4, -4, 3, 5, -13
CCOc1cc(CNC2CCCC2)cc(Cl)c1OCc1ccc(F)cc1
  2, 10, -18, 12, -12, 12, 19, -10
COc1ccc(-c2cc(-c3cccs3)nc(OC)c2C#N)cc1OC
  1, 15, 6, -1, -4, 6, 50*, 1
COc1ccc2nc(N/C(N)=N/C(=S)Nc3cccc(C)c3)nc(C)c2c1
  8, -18, 7, -3, 13, 0, -3, 22
O=C(CSc1ncnc2ccccc12)c1ccc2c(c1)OCCO2
  15, -16, 11, 1, -11, 8, 24, 3
N#CC1=C(N)C(C#N)(C#N)C(c2cccnc2)C2CC(c3ccccc3)CC=C12 (centres undefined)
  50, 3, 16, -5, 21, 11, -5, 22
COc1ccc(-c2csc3ncnc(NCCN4CCOCC4)c23)cc1
  27, -3, 8, -2, -4, 17, 2, -4
COc1ccccc1NC(=O)Nc1nc(CC(=O)Nc2ccc(N(C)C)cc2)cs1
  5, -18, -1, -1, 1, 26, 4, -11
CCOC(=O)CN(C(=O)CSc1nnc(COc2ccc(OC)cc2)n1C)c1ccccc1
  22, -3, 52*, -3, -17, 5, -9, 0
CN(Cc1ccccc1)C(=O)c1ccc(NC(=O)Cc2ccc(NC(=O)C3CCN(C(=O)C4CCC4)CC3)cc2)cc1
  1, 2, -9, nt, -2, nt, nt, -3
CN(C(=O)COC(=O)c1ccccc1Nc1ccccc1)c1c(N)n(Cc2ccccc2)c(=O)[nH]c1=O
  7, -6, 0, -1, 2, 10, 13, -4
COc1ccc(C(=O)NCc2ccc(F)cc2)cc1S(=O)(=O)N1CCCC1
  0, -6, -3, -4, -2, 16, -1, -10
CCOC(=O)c1ccc(NC(=O)C2CC(=O)Nc3nc4ccccc4n32)cc1 (centres undefined)
  -7, 2, 9, -3, 0, -3, -6, -7
NC(=O)C1CCN(C(=O)c2ccc(-c3ccccc3Cl)o2)CC1
  -3, -45, -13, -2, -2, -14, 6, -10
O=C(CCN1C(=O)/C(=C/C=C/c2ccccc2)SC1=S)Nc1nccs1
  13, -14, -1, 1, 7, -2, -40, -1
COc1ccccc1N1CCN(c2cc(=O)n(-c3ccc(Br)cc3)c(=O)[nH]2)CC1
  10, 5, -1, -3, 8, 2, 11, 11
Fc1ccccc1CSc1nc2ncc(Br)cc2[nH]1
  1, -38, -5, 0, -2, -5, -12, 4
S=C(NCCCc1ccccc1)Nc1ccccc1Cl
  6, -8, -13, 5, -15, 8, 4, 29
Cn1c(O)c(C=NCCCCCC(=O)O)c(=O)n(C)c1=O
  7, 4, -1, nt, 1, nt, nt, -4
O=c1c2ccccc2nc(N/N=C/c2c(O)ccc3ccccc23)n1O
  14, 33, -15, -3, 8, 18, -18, 8
COC(=O)c1ccc(/C=C/C(=O)OCC(=O)NCc2cccs2)cc1
  11, -50, -8, -7, 4, 0, -2, -1
O=C(O)Cn1c(O)c(C=Nc2ccccc2)sc1=S
  21&3, -6&4, 1&-5, -2&-1, 8&-2, 10&17, -7&-3, -6&-8
CCCCC(=O)Nc1ccc(C)c(S(=O)(=O)N2CCCCCC2)c1
  15, 2, 8, -3, 6, 1, 8, -3
Cc1ccsc1/C=N\NC(=O)CC(=O)NCc1ccccc1
  -5, 1, -16, -4, -4, 23, 5, -2
Cc1ccc(NS(=O)(=O)c2c(C)[nH]c(=O)[nH]c2=O)cc1C
  -3, -2, 2, 3, 0, 14, 6, 13
C=C1c2cc(OC)ccc2NC(=O)N1CC
  14, 1, -2, -1, -3, 14, 6, -5
CCS(=O)(=O)N1CCCC(c2nc(-c3cccc(OC)c3)no2)C1 (centres undefined)
  2, -28, -8, -2, -7, 13, 3, -2
COc1ccccc1CNC(=O)c1cnccn1
  4, 4, -12, -3, -1, -5, 4, -4
CCN(C(=O)COc1ccccc1)c1nnc(-c2cccnc2)s1
  2, -4, -2, 1, -1, 1, 8, 4
Fc1ccc(C2=NOC(c3nnc(-c4ccccc4)o3)C2)cc1 (centres undefined)
  5, -8, 1, 5, 9, -4, 5, 0
CC12CCC(=O)N1C(C(=O)Nc1nnc(SCc3ccc(F)cc3)s1)CS2 (centres undefined)
  -1, -4, 3, 3, -3, -1, -1, -12
COc1ccccc1NC(=O)N1c2ccccc2NC(=O)CC1C (centres undefined)
  16, 1, 8, 0, 2, -1, -1, -4
Cc1ccc(S(=O)(=O)N(CC(=O)NCCC2=CCCCC2)Cc2ccccc2)cc1
  18, 6, 14, -3, 1, -3, -1, 14
COc1ccc(Cc2n[nH]c(=S)n2NC(=O)Nc2ccc(Cl)c(Cl)c2)cc1
  7, 5, 12, -4, 9, 15, -16, -6
O=C(CN1CSCC1=O)N1CCN(S(=O)(=O)c2cccc(F)c2)CC1
  1, -7, 2, -4, -3, 6, 3, -8
O=C(Cc1cccs1)N1CCCC(c2nc3c(nnn3Cc3ccccc3Cl)c(=O)[nH]2)C1 (centres undefined)
  1, 4, 3, 1, -6, -10, 5, -1
O=Cc1ccccc1-c1cn(CN2C(=O)c3ccccc3C2=O)nn1
  -7, 13, 8, 5, -2, -3, -8, 10
Brc1cc2c(cc1Br)OCCOCCOCCO2
  7, 5, -1, -3, -10, -19, 3, 4
CCOC(=O)CCC(=O)Nc1ncnc2c1C(c1ccccc1)c1c(ccc3ccccc13)O2 (centres undefined)
  22, 19, 9, 2, 12, -3, -5, -13
